Rab2 wt GTP = modulators of GTP binding to Rab2A wildtype, primary screen, biochemical, dog, bead-based flow cytometry, multiplex. actives 0.19% (n = 190,000). GST-Rab2 wt beads, Bodipy-GTP binding. GTP binding activity, % at 10 µM. Ras-related protein Rab-2A (Canis lupus familiaris), P61105;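 active = GTP binding activity at least 20 points away from 100%, either lowered or raised; inconclusive = signal likely due to the compound's own green fluorescence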;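 also: 0% = beads with excess unlabeled GTP and 100% = no-compound control corrected for plate trend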
Rac1 act GTP bind = GTP binding modulators of activated mutant Rac1, primary screen, biochemical, bead-based flow cytometry, multiplex, fluorescent GTP; actives 0.11% (n = 190,000); GST-Rac1 activated beads; actives lie on both sides; 100% means binding = to untreated wells; Ras-related C3 botulinum toxin substrate 1 (Homo sapiens), P63000; AID 764, 2007; percent activity (GTP binding), % at 10 µM;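 active = GTP binding at least 20 percentage points away from the 100% baseline, in either direction, so actives lie on both sides; inconclusive = Compound likely fluorescent itself, or too few beads counted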
Mcl-1 Bim block = inhibitors of Bim peptide binding to Mcl-1, primary screen, biochemical, bead-based flow cytometry, multiplex; inhibition, % at 10 µM; Induced myeloid leukemia cell differentiation protein Mcl-1 (Homo sapiens), Q07820; AID 1009, 2008; actives 0.1% (n = 190,000); Bim peptide-Mcl-1 binding; in the data active = inhibition above about 40%;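 also: 0% = no compound tracer wells and 100% = peptide blocker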
Target sequence (Q07820 whole entry, looked up): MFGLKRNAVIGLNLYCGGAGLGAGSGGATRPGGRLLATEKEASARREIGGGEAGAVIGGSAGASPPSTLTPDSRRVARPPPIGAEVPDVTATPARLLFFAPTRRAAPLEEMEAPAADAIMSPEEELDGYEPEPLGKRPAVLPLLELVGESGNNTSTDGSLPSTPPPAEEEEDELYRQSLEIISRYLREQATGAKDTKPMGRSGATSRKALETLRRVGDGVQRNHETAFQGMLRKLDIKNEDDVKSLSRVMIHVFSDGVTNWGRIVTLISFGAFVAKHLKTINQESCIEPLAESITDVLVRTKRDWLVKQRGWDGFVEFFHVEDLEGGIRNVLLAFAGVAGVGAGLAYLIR
Cdc42 wt = modulators of GTP binding to wildtype Cdc42, primary screen, biochemical, multiplex bead flow cytometry, Bodipy-GTP; GST-Cdc42 beads; actives lie on both sides; AID 761, 2007; Cell division control protein 42 homolog (Homo sapiens), P60953; percent activity (GTP binding), % at 10 µM; actives 0.2% (n = 190,000);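 active = percent activity GTP binding at least 20 points away from the 100% baseline, either down as inhibitor or up as activator; inconclusive = compound flagged as likely green fluorescent from well-wide comparison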;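 also: median bead fluorescence of bound Bodipy-FL-GTP at 100 nM; 0% = excess unlabeled GTP control and 100% = no compound control; below 100% means less GTP binding so inhibitor and above means activator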
Target sequence (P60953 whole entry, looked up): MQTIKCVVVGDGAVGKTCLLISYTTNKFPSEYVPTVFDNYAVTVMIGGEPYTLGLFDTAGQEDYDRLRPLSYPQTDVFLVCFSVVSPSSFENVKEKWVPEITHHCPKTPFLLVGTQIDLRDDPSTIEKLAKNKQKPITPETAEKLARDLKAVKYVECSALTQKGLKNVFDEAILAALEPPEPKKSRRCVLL
Mcl1 Noxa PPI = Mcl-1/Noxa binding inhibitors, primary screen, biochemical, TR-FRET, 1536-well | actives 1.5% (n = 220,000) | TR-FRET Mcl-1/Noxa peptide binding, 2 h | inhibition, % at 21.7 µM | Induced myeloid leukemia cell differentiation protein Mcl-1 (Homo sapiens), Q07820 | AID 1022, 2008;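 active = compounds that cut the protein-peptide binding signal by more than 50% relative to plate controls in a single-dose test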;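 also: His-tagged Mcl-1 with rhodamine Noxa BH3 peptide and terbium anti-His antibody; 0% = Mcl-1 plus Noxa peptide wells and 100% = peptide-only wells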
Pf gamet viab = late stage P. falciparum gametocyte viability inhibitors, primary screen, ATP luminescence, HTS; P. falciparum stage V gametocytes, 24 h; inhibition, % at 10.9 µM; actives 0.065% (n = 150,000); AID 743093, 2013;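 active = inhibition above the mean plus 3 SD of compounds within the control limits, set per campaign, cut at about 38% in these data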;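 also: 0% = DMSO wells and 100% = medium only without gametocytes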
Mcl1-Bid inh = Mcl-1/Bid binding inhibitors, primary screen, biochemical, TR-FRET, 1536-well; AID 1021, 2008; Induced myeloid leukemia cell differentiation protein Mcl-1 (Homo sapiens), Q07820; actives 0.97% (n = 220,000); inhibition, % at 21.7 µM; TR-FRET Mcl-1/Bid-Dy647 peptide binding;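 active = compounds that cut the binding signal by more than half at the single screening dose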;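 also: His-tagged Mcl-1 with europium anti-His antibody binding Bid BH3 peptide; 0% = Mcl-1 plus peptide wells and 100% = peptide-only wells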
HRas wt GTP = modulators of GTP binding to HRas wildtype, primary screen, biochemical, bead-based flow cytometry, multiplex | actives 0.14% (n = 190,000) | GST-Ras wt beads, Bodipy-FL-GTP binding; actives lie on both sides | GTP binding activity, % at 10 µM | GTPase HRas (Homo sapiens), P01112;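 active = GTP binding activity at least 20% away from the 100% baseline, either lowered as inhibitor or raised as activator; inconclusive = flagged as likely green fluorescent, judged across all proteins in the well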;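 also: 0% = unlabeled GTP competition control and 100% = no-compound control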
Target sequence (P01112 whole entry, looked up): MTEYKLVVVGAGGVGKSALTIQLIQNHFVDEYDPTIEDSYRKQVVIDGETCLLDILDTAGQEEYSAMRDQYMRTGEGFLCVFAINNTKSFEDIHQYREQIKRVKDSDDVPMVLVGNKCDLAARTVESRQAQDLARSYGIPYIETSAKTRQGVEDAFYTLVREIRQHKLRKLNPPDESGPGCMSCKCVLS
Avidin bead fluor = green autofluorescence of compounds with avidin beads – biophysical, 488/530 nm, flow cytometry, artefact control, profiling panel; actives 0.38% (n = 220,000); fluorescence (KMESF) at 10 µM; compound fluorescence 488/530 nm; stronger effect = higher value; in the data active = fluorescence above about 47; also: inactives centre near 10
Rac1 wt GTP bind = wildtype Rac1 GTP binding modulators, primary screen, biochemical, GST-Rac1 beads, flow cytometry, multiplex; AID 757, 2007; fluorescent GTP binding; actives lie on both sides; 0 = cold GTP competed, 100 = untreated; GTP binding activity (% of control), % at 10 µM; actives 0.27% (n = 190,000);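 active = GTP binding activity at least 20 points away from the 100% control level, either lower or higher; inconclusive = compound flagged as likely green fluorescent, judged across all proteins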
Rab7 wt modul = modulators of GTP binding to Rab7, primary screen, biochemical, wildtype, multiplex bead flow cytometry | Rab7 GTPase wild type (dog), Bodipy-FL-GTP binding | GST-Rab7 beads, fluorescent GTP binding; actives lie on both sides; untreated = 100%, excess cold GTP = 0% | GTP binding activity (percent of control), % at 10 µM | actives 0.055% (n = 190,000);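 active = fluorescent GTP binding to Rab7 beads changed by at least 20 points from the 100% baseline, either direction, mostly lower; inconclusive = compound itself probably fluorescent, or too few beads counted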;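 also: median green fluorescence of bound Bodipy-FL-GTP per Rab7 bead population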
Active calls of the source: *; ? = inconclusive; nt = not tested or not shown.

SMILES	Rab2 wt GTP	Rac1 act GTP bind	Mcl-1 Bim block	Cdc42 wt	Mcl1 Noxa PPI	Pf gamet viab	Mcl1-Bid inh	HRas wt GTP	Avidin bead fluor	Rac1 wt GTP bind	Rab7 wt modul
CCOC(=O)N1CCN(C(=O)CSc2ccc(-c3ccc(OC)c(OC)c3)nn2)CC1	96	99	-1	98	-13	-25	-3	100	7	101	99
Cc1ccc(NC(=S)N2CCN(Cc3ccccc3)CC2)cc1	98	94	0	95	12	8	-38	99	7	100	103
O=C(CSCc1ccc(Cl)cc1)N1CCOCC1	101	99	-2	102	-11	-3	-22	99	12	102	99
CCn1c(CNc2ccccc2Cl)nnc1SCCN1CCCCC1	98	97	-1	101	11	4	-19	99	17	96	95
O=C(COC(=O)C1CCC1)Nc1ccccc1Sc1ccccc1	105	100	-2	108	-2	nt	10	104	4	108	103
COc1ccc(CCNC(=O)c2cnn3ccccc23)c(OC)c1OC	100	98	0	99	13	nt	-23	98	9	104	97
CCOc1ccccc1C(=O)NCC(=O)O	96	93	3	96	8	nt	11	96	10	97	96
c1ccc(-c2cc(-c3nnc4n3N=C(c3ccc5ccccc5c3)CS4)[nH]n2)cc1	98	96	0	98	31	nt	58*	99	33	98	97
Cc1ccc(S(=O)(=O)N2CCN(c3ncnc4c3cnn4-c3ccccc3)CC2)cc1	104	98	-1	105	12	nt	-22	106	14	105	107
O=C(O)Cn1cc(C(=O)c2ccco2)c2ccccc21	94	92	0	96	nt	nt	-1	94	11	92	94
Cc1cc([N+](=O)[O-])cc2c1-c1ncccc1C2=Nc1ccccc1	97	97	0	96	21	-2	-4	101	0	98	98
Cc1c(NC2=CC(=O)CC(C)(C)C2)c(=O)n(-c2ccccc2)n1C	98	99	0	97	10	nt	-6	97	8	101	106
CCOC(=O)c1cnn(-c2ccccc2)c1-n1cccc1	97	98	4	98	-16	nt	-3	97	6	99	99
Cc1cc(C)n2nc(C(=O)OCC(=O)c3cc(C)n(CC4CCCO4)c3C)nc2n1 (centres undefined)	92	95	5	92	-3	-1	-60	90	24	90	91
COc1cccc(CNCCSc2nnnn2C)c1OC	102	102	0	107	15	nt	3	105	38	106	100
COc1ccc(N(CC(=O)Nc2ccc(S(=O)(=O)N3CCOCC3)cc2)S(=O)(=O)c2ccccc2)cc1	98	98	-6	101	-12	-30	7	101	38	98	95
CC(C)(C)N(Cc1ccccc1)C(=O)COC(=O)Cn1cnc2ccccc2c1=O	95	95	-1	97	2	19	-2	97	25	100	99
COc1cc(N(C(=O)Cc2cccs2)C(C(=O)NC2CCCCC2)c2cccc(OC)c2OC)ccc1-n1cnnn1 (centres undefined)	98	98	-4	102	-5	nt	10	101	6	104	98
O=C1[C@@H]2Cc3c([nH]c4ccccc34)[C@@H](c3ccccc3)N2C(=O)[C@@H]2Cc3c([nH]c4ccccc34)[C@@H](c3ccccc3)N12	99	101	-5	102	-1	nt	-12	99	6	105	96
Cc1cc(C)nc(SCc2nnc(SCC(=O)Nc3ccc(Cl)c(C(F)(F)F)c3)o2)n1	104	98	-1	103	10	nt	6	103	13	102	105
CC(=O)c1cccc(NC(=O)CN(C2CCCCC2)S(C)(=O)=O)c1	98	97	0	100	23	-15	-33	99	7	105	99
Cc1ccc(Sc2ncccc2C(=O)O)cc1	109	106	1	113	16	16	-1	108	2	118	106
CCCCCC1CCC(c2n[nH]c(=S)n2C)CC1 (centres undefined)	92	95	0	90	15	7	-22	92	7	96	93
CC(C)c1nnc(NC(=O)CSc2ccccc2)s1	101	100	-2	103	9	23	-4	102	35	106	102
O=C(Nc1ccc(Cl)cc1)N(CCCN1CCOCC1)Cc1cccs1	99	98	0	101	31	nt	13	99	8	104	97
SMILES	Rab2 wt GTP	Rac1 act GTP bind	Mcl-1 Bim block	Cdc42 wt	Mcl1 Noxa PPI	Pf gamet viab	Mcl1-Bid inh	HRas wt GTP	Avidin bead fluor	Rac1 wt GTP bind	Rab7 wt modul
CCCCC(=O)Nc1ccc2c(c1)nc1n2CCOC1	100	100	-1	98	-1	nt	-4	98	10	96	100
O=C(O)C1CCCN1c1ncccn1 (centres undefined)	99	96	-1	99	12	19	1	99	13	101	103
CCOC(=O)C1CCN(CC(=O)N(CC(C)C)c2c(N)n(CC(C)C)c(=O)[nH]c2=O)CC1	100	97	2	101	-4	-31	-17	99	24	103	104
NS(=O)(=O)c1ccc(NS(=O)(=O)/C=C/c2ccccc2)cc1	99	100	-5	102	-10	nt	-48	99	13	102	98
COc1cccc(CC2(CO)CCCN(Cc3sc(N4CCCC4)nc3Cl)C2)c1 (centres undefined)	105	99	-2	98	-6	15	-27	100	1	102	105
COc1ccc(NC(=O)CSc2nc3ncccc3[nH]2)cc1OC	101	101	-1	100	25	-17	11	101	8	105	101
COc1ccc2c(c1)OC1(C)CC2C(C(=O)c2ccccc2OC)C(=O)N1 (centres undefined)	101	96	-3	100	6	nt	2	102	6	105	104
CSc1oc(-c2ccco2)nc1S(=O)(=O)c1ccc(F)cc1	101	97	2	102	7	nt	-34	101	6	101	102
Cc1nc2[nH]c(=S)n(C)c(=O)c2nc1C	100	103	-3	103	13	-23	-62	102	7	105	100
Cc1cc(-n2c(SCc3ccccc3F)nc3n[nH]c(C)c3c2=N)ccc1Cl	?	?	-5	?	4	-7	0	?	12	?	?
O=C(Cc1ccc(F)cc1)N1CCN=C1SCc1ccc([N+](=O)[O-])cc1	100	101	-2	104	-7	nt	-31	101	11	105	99
CCOC(=O)Cc1nnc(Nc2ccc(C)cc2)c2ccccc12	96	95	12	100	12	nt	-16	97	4	98	99
CC(C)c1ccc(/C=C2\NC(=S)N(Cc3cccnc3)C2=O)cc1	97	98	0	99	20	-6	-23	95	3	98	97
Nc1nonc1-n1nnc(C(=O)N/N=C/c2cc(Br)ccc2O)c1CSC1=NCCS1	92	92	-9	94	-44	nt	-32	91	19	93	96
COC(=O)c1nc(NC(=O)c2ccccc2Cl)n[nH]1	102	99	-2	102	-1	10	-14	103	10	107	104
O=C(O)c1cccc(NS(=O)(=O)c2ccc(-c3ccc(S(=O)(=O)Nc4cccc(C(=O)O)c4)cc3)cc2)c1	89	87	0	88	-11	nt	-6	89	10	93	101
Cc1ccc(OC(=S)Nc2ccc(F)cc2)cc1	97	97	1	98	-9	-8	-43	102	5	101	106
COCCCn1c(CCC(=O)O)ccc1-c1ccc(F)cc1	95	96	-1	98	10	nt	-24	96	39	94	97
COc1cc(OC)cc(C(=O)NC2=NCCS2)c1	98	100	1	101	3	nt	-20	100	10	100	99
CC(=O)N1CCN(c2ccccc2NC(=O)c2cc(Br)ccc2Cl)CC1	100	100	-4	106	13	10	9	103	8	104	100
CCOC(=O)Cc1csc(SCC(=O)Nc2cc(Cl)ccc2Oc2ccccc2)n1	100	100	-2	103	-3	-6	-6	102	35	106	100
Cc1ccc(CN2CCN(Cc3cc(=O)c4ccccc4[nH]3)CC2CCO)o1 (centres undefined)	96	94	0	95	0	nt	-62	95	9	97	95
CCCC(C(=O)NC1=NCCS1)c1ccccc1 (centres undefined)	?	?	1	?	6	8	3	?	22	?	?
Cc1cc(C(=O)CN2C(=O)c3ccccc3C2=O)c(C)n1C1CC1	105	102	-1	105	-9	-15	-35	104	9	112	105
N/C(=N\OC(=O)/C=C/c1ccccc1)c1cccnc1	98	99	-2	97	13	-10	-22	99	11	102	97
SMILES	Rab2 wt GTP	Rac1 act GTP bind	Mcl-1 Bim block	Cdc42 wt	Mcl1 Noxa PPI	Pf gamet viab	Mcl1-Bid inh	HRas wt GTP	Avidin bead fluor	Rac1 wt GTP bind	Rab7 wt modul
CCOC(=O)c1ncn2c1C(=O)OC2(C)C	99	98	-1	98	14	nt	-8	97	32	99	99
Cc1nc2c(-c3ccc(F)cc3)c(C)nn2c(C)c1CCC(=O)N1CCOCC1	101	96	-2	97	5	nt	-5	100	6	100	101
CSc1ccccc1NC(=O)CSCc1ccc(Br)cc1	98	98	-2	98	-13	10	0	100	37	98	97
CC(=O)Nc1ccc(SCC(=O)OCC(=O)NC(=O)NCCC(C)C)cc1	100	97	0	94	0	-14	-20	99	6	99	106
CN(C)c1nc(-c2ccccc2)cc(C(F)(F)F)c1C#N	100	97	-2	100	-3	nt	-19	100	10	104	101
COCCCNC(c1ccccc1)c1ccncc1 (centres undefined)	97	98	-2	98	8	nt	-3	98	9	100	97
O=C(CSc1nnc(CNc2ccc(Cl)cc2)n1Cc1ccccc1)NCc1ccco1	98	98	-1	97	22	5	-9	99	23	100	97
CCCCOc1ccc(Cl)cc1CSc1nncn1N	100	98	-1	100	13	nt	-14	98	1	104	100
CC(C)(C)NC(=O)C(c1ccc(O)cc1)N(C(=O)CCC(=O)Nc1nccs1)c1ccc(F)cc1 (centres undefined)	100	97	-3	97	-11	5	-16	98	10	99	104
N#CC1(NC(=O)COc2ccc3oc4ccccc4c3c2)CCCCC1	98	97	23	101	-26	-5	-4	96	15	100	98
CC1(C)CC(NC(=O)COc2ccc([N+](=O)[O-])cc2)CC(C)(C)N1	98	96	68*	97	22	-3	-12	97	9	98	102
CCCCCN=C(C)c1c(O)c2ccccc2oc1=O	101	99	-1	104	12	2	-17	101	6	101	99
O=C(c1ccco1)N1N=C(c2ccc3nccnc3c2)CC1c1ccccc1 (centres undefined)	99	96	0	96	9	nt	-6	96	11	97	105
Oc1ccc(N2CCN(C(=S)NCc3ccccc3)CC2)cc1	98	93	3	96	61*	14	-41	98	10	94	96
CCOC(=O)c1sc(NC(=O)CSc2nc3c(cc2C#N)CCCCC3)c(C#N)c1C	101	95	-4	104	1	2	-23	101	26	100	102
CCOc1ccc(OCC)c(NS(=O)(=O)c2cccc3nsnc23)c1	99	97	-3	97	-10	-30	-26	97	6	101	100
Cc1ccccc1NC(=O)c1ccc(CN(c2ccccc2)S(=O)(=O)c2ccccc2)cc1	93	97	-1	97	-8	-8	-34	97	4	101	99

Screening results: PubChem, several laboratories
